# Lipid droplet – hepatic lipid droplet formation modulation | AML12 mouse hepatocytes, oleate lipid droplets, BODIPY imaging | inhibition, % at 6.5 µM | actives 0.4% (n = 240,000) | AID 1656;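 active = lipid droplet intensity inhibited by at least 50%, with more than 500 cells counted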
#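 Assay system: AML12 mouse liver cells | Compound dosing: One dose, 6.5 µM compound | Read-out basis: Droplet intensity reduction, % inhibition | Measured by: Fluorescence imaging, 20x objective, two fields per well | Schedule: Overnight treatment with compound plus oleate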
# Yfh1-off respiration – enhancers of respiration in Yfh1-depleted yeast, dose response, Friedreich's ataxia, plus single-dose screen (AID 1465). actives 0.074% (n = 220,000). S. cerevisiae Yfh1-off respiration, WST-1 reduction, 72 h; higher fold induction means a stronger effect. one-dose fold induction at 50 µM; EC50 in µM for titrated hits;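 active = fold induction of absorbance versus untreated yeast above a set limit, then at least 30% activation at any dose in follow-up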;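 note: activators that raise dye reduction in frataxin-depleted yeast; strong numbers were not always called active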
# NOD2 inhibition – NOD2 signaling inhibitors, cell-based, luminescence, uHTS, HEK293 (AID 1566). actives 0.63% (n = 290,000). HEK293 NOD2/NF-kB luciferase reporter, luminescence; higher % means a stronger effect. one-dose inhibition, % at 4 µM; EC50 in µM for titrated hits; in the data active = inhibition above about 50%; note: many of its hits are not listed in these tables
# MT stabilizer – microtubule stabilizers in HeLa cells. actives 0.83% (n = 200,000). HeLa tubulin immunostaining HCS, 24 h; share of cells brighter than vehicle mean+2SD. % tubulin-high responders, % at 10 µM;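 active = plate Z-score above 3 for both tubulin-high and condensed-nucleus cell shares, with cell loss under 80%, at 10 µM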;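 note: anti alpha tubulin signal scored within the nucleus-defined area of each cell; some results filed as inactive read as strong as hits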
# Autophagy HCS – autophagy modulation, high-content screen. MEF GFP-LC3 puncta imaging; test concentration mostly 10 µM. AID 463193. actives 0.98% (n = 190,000). calls only at 10 µM (by protocol);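 active = percentage of spot-positive cells more than 3 SD above its plate mean, without a fluorescence outlier flag or 80% toxicity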;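 note: spot-positive cell cutoff set from DMSO-treated cells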
# WT yeast gro inh – growth inhibition of WT yeast, mitochondrial fusion screen | inhibition, % at 10 µM | actives 2.1% (n = 190,000) | mitochondrial fusion phenotypic screen, WT strain | AID 1362; in the data active = inhibition above about 58%; tested in S. cerevisiae
# Insulin prom up – MIN6 insulin promoter up-regulation; z-score at 5 µM; actives 0.3% (n = 190,000); MIN6 insulin promoter-GFP reporter, high-content imaging; active compounds read high;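 active = z-score above 3 at 5 µM with at least 500 cells counted in the well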
# Dynein cargo inh – dynein cargo transport inhibition; actives 0.47% (n = 220,000); AID 1381; 3617.4 mouse cells, GR-EGFP nuclear translocation imaging; test concentration mostly 20 µM; stimulated with dexamethasone, 1 µM; active compounds read low; z-score, hits read low;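 active = plate z-score of nuclear minus cytoplasmic receptor signal below a set negative limit, without overly bright fluorescence or cell loss, cut at about -3.5 in these data, passing the limit was not always enough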;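 note: z-score of nuclear minus cytoplasmic ring GR-EGFP intensity difference per well; some compounds called inactive have numbers as strong as hits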
#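 medium = tetracycline-free induction medium containing charcoal-stripped FBS | probe or stimulus = dexamethasone, 1.0 µM final | timing = 48 h induction, then 1 h compound, then 30 min agonist, 37 °C | detection = automated 10x imaging of fixed Hoechst-stained cells | read-out basis = nuclear versus cytoplasmic GR-EGFP signal, averaged per well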
# bCat nuc transl – modulators of beta-catenin nuclear translocation | HeLa beta-catenin nuclear translocation, immunofluorescence imaging | nuclear translocation activity, % at 5 µM | actives 0.3% (n = 190,000);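 active = nuclear translocation activity above 50% at 5 µM, with a well cell count of 50 or more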;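 note: per-cell ratio of nuclear to cytoplasmic median beta-catenin stain intensity; plate controls were DMSO negative control for no effect and GSK-3 inhibitor IX positive control for full effect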
#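 Test system: HeLa cells, endogenous beta-catenin; Compound: single 5 µM dose plus 0.02–20 µM confirmation series; Times: compound exposure 24 h at 37°C; Signal: fluorescence imaging of beta-catenin antibody stain plus DAPI; Read-out: % activation, nuclear-to-cytoplasmic median beta-catenin signal ratio per cell.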
# WT yeast gro inh mutant strain – second read-out of WT yeast gro inh, no call of its own (marks repeat the call); inhibition, %; mitochondrial fusion phenotypic screen, mutant strain inhibition
# Dynein cargo inh cytoplasmic EGFP – second read-out of Dynein cargo inh, no call of its own (marks repeat the call); z-score; measured here: cytoplasmic GR-EGFP intensity; active compounds read high
# Dynein cargo inh nuclear GR-EGFP – second read-out of Dynein cargo inh, no call of its own (marks repeat the call); z-score; measured here: nuclear GR-EGFP intensity;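 lower value marks the stronger effect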
# Dynein cargo inh cell count – second read-out of Dynein cargo inh, no call of its own (marks repeat the call); z-score; measured here: cell count per field
# Insulin prom up cell count – also measured in Insulin prom up; calls as there; cell count; measured here: cytotoxicity, nuclei count;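 total cells summed across four imaged fields per well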
# Lipid droplet cells 6.5 µM – further read-out of Lipid droplet, marked with its call; cell count; measured here: cell count, cytotoxicity flag;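 cells counted across two imaged fields per well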
# bCat nuc transl cell count 5 µM – further read-out of bCat nuc transl, marked with its call; cell count; measured here: cell count, cytotoxicity flag
# MT stabilizer Hoechst-high % – recorded beside MT stabilizer, whose call it bears; % Hoechst-high responders; measured here: nuclear condensation Hoechst responders;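 share of cells brighter than vehicle mean plus two SD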
# MT stabilizer cytotoxicity % – second read-out of MT stabilizer, no call of its own (marks repeat the call); toxicity, %; measured here: cytotoxicity by cell density;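 0% = mean cell density of plate MIN control wells and 100% = no cells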
# Autophagy HCS cell loss 18 h – recorded beside Autophagy HCS, whose call it bears; toxicity, %; measured here: cell loss, nuclei count;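 cell loss after 18 h compound exposure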
# * marks the source's active call; other numbers are inactive results; i = inactive; · = no result given. This is a subset, so the mix of outcomes need not match the whole.
SMILES,Lipid droplet,Lipid droplet cells 6.5 µM,Yfh1-off respiration,NOD2 inhibition,MT stabilizer,MT stabilizer Hoechst-high %,MT stabilizer cytotoxicity %,Autophagy HCS,Autophagy HCS cell loss 18 h,WT yeast gro inh,WT yeast gro inh mutant strain,Insulin prom up,Insulin prom up cell count,Dynein cargo inh,Dynein cargo inh cytoplasmic EGFP,Dynein cargo inh nuclear GR-EGFP,Dynein cargo inh cell count,bCat nuc transl,bCat nuc transl cell count 5 µM
CNC(=S)c1cc(C(C)(C)C)c(O)c(C(C)(C)C)c1,-5.3,680,i,8.3%,·,·,·,·,·,·,·,-0.72,1425,-0.128,-0.278,-0.471,1.16,-0.4,1258
COCc1nnc(NC(=O)c2cc(C(=O)OC)cc([N+](=O)[O-])c2)s1,-2.0,571,i,6.9%,2.0,2.0,5.4,i,12.9,2.9,12.2,-0.39,1357,0.967,-0.249,0.548,-0.397,-3.1,591
COc1ccc(C(=O)N/N=C(\CCC(=O)O)c2ccc(C(C)(C)C)cc2)cc1OC,0.8,664,i,13.1%,4.3,2.4,10.0,i,4.1,-15.8,-3.0,-0.07,1242,-2.12,-0.265,-0.243,1.88,-0.5,1034
O=C(N/N=C/C=C\c1ccccc1[N+](=O)[O-])c1cc(-c2ccccc2)nc2ccccc12,-8.8,630,i,2.2%,4.5,2.3,3.1,i,-0.2,8.3,12.0,-0.34,1284,1.18,-0.325,0.458,-0.316,2.3,858
C=C(C)CSc1nnc(-c2ccc(OC)c(OC)c2)n1N,·,·,i,15.5%,3.9,2.6,6.4,i,2.3,0.5,1.5,-0.89,1468,-0.375,-0.0369,-0.102,0.636,-0.5,1006
CCOP(=O)(OCC)C(Nc1ccc(C(=O)O)cc1)c1ccccc1 (stereo not drawn),-21.9,686,i,14.0%,·,·,·,·,·,·,·,0.12,1363,-0.389,-0.276,-0.595,1.17,1.0,1295
CC(=O)Nc1ccc(Nc2nc(C)nc3c2oc2ccccc23)cc1,-1.7,772,i,-0.3%,4.8,4.1,1.9,i,4.4,-60.7,-16.1,-0.22,1283,-0.238,-0.215,0.0737,0.29,-1.3,1065
Cc1ccsc1C(=O)Nc1nc2ccccc2[nH]1,40.3,447,i,-178.6%,·,·,·,·,·,·,·,-0.25,1446,0.0693,-0.186,-0.0681,0.102,-1.1,1156
CCOCCc1c(O)nc(SCC(=O)NCc2ccco2)[nH]c1=O,·,·,i,11.4%,2.2,2.1,8.1,·,·,14.5,-6.1,0.72,1619,0.0337,-0.197,0.336,-0.402,-0.4,1437
O=C(N/N=C/c1ccc(-c2ccc(Cl)c(C(=O)O)c2)o1)c1cc2c(ccc3ccccc32)o1,-23.1,662,i,-2.1%,·,·,·,·,·,·,·,·,·,0.173,-0.207,0.503,0.255,-0.6,1228
CN(CC(=O)Nc1ccc(F)cc1)CC(=O)Nc1ccc(F)c(F)c1F,-2.0,669,i,0.9%,4.3,2.0,5.8,i,-6.6,-6.3,5.3,-0.23,1223,-0.992,-0.188,-0.713,0.907,0.9,1046
CN=C(Nc1cccc(OC)c1)SC1CC(=O)N(c2ccc(C(=O)O)cc2)C1=O (stereo not drawn),-28.7,685,i,2.0%,2.1,3.0,2.8,i,-6.8,-10.4,-5.0,-0.05,1336,-0.802,-0.31,-0.688,1.04,-0.3,963
O=C1c2ccccc2S(=O)(=O)N1CCOc1ccc(F)cc1,·,·,i,4.8%,2.3,1.1,0.1,i,2.7,-3.0,3.0,0.15,1180,1.1,-0.224,0.857,-0.697,-3.3,832
CC1(C)Cc2sc3c(=O)[nH]c(=S)[nH]c3c2CO1,-2.5,610,i,22.7%,·,·,·,·,·,·,·,·,·,-0.244,-0.117,0.482,0.0661,-0.6,1392
O=C(NCc1ccccc1Cl)c1ccccc1Oc1ccccc1,-26.5,660,·,2.7%,2.7,3.3,7.4,i,18.1,-9.1,-4.7,-0.07,1533,0.144,-0.266,-0.142,0.183,-0.9,1196
COc1ccc(CCC(=O)N2CCCSC2=Nc2ccc(C(C)=O)cc2)cc1,14.1,589,i,13.8%,4.7,3.3,6.3,i,-4.9,-5.6,15.8,1.72,1488,0.245,-0.2,0.00864,0.0368,1.4,965
Cc1ccc(-c2nc3ccc(NS(=O)(=O)c4ccccc4)cc3[nH]2)o1,-5.4,807,i,-61.4%,1.9,1.0,4.8,i,-15.7,-11.1,-4.4,1.19,799,-0.575,-0.405,-0.164,0.657,·,·
CC(Sc1nc(-c2ccccc2)nc2c1COC(C)(C)C2)C(=O)N1CCOCC1 (stereo not drawn),18.2,808,i,7.6%,1.3,2.0,7.4,i,-3.2,0.7,-0.3,-0.66,830,-0.147,-0.447,-0.0392,0.815,·,·
COc1cccc2c(=O)c(C/C=C(/C)Cl)c(C)[nH]c12,·,·,i,5.7%,1.8,1.3,9.1,i,9.4,19.1,18.5,-1.05,1263,-1.29,0.0946,-0.453,1.01,-3.7,1021
c1coc(CNCCCN2CCOCC2)c1,0.0,735,i,-3.3%,1.5,1.7,5.6,i,-4.3,-18.8,-15.4,0.19,961,-0.192,0.0553,-0.011,0.0921,-1.4,1178
O=C(c1nc2ccccc2s1)N1CCSCC1,8.4,738,i,-20.3%,3.1,1.3,1.9,i,34.8,8.3,11.8,0.13,1250,-0.351,-0.271,-0.673,0.952,-1.6,1102
COc1cc(/C=N/NC(=O)C(=O)/C=C2\NC3(CCCC3)Cc3ccccc32)ccc1O,-2.5,634,i,22.9%,3.6,0.9,1.9,i,4.8,35.1,-9.7,-0.78,1466,-0.923,-0.263,-0.417,0.143,-0.3,1012
O=C(CSc1nnnn1C1CCCC1)c1ccc2c(c1)OCCO2,11.7,645,i,-31.4%,4.9,2.3,4.0,i,14.2,-2.4,-3.1,-0.08,1868,-1.38,-0.276,-0.754,1.05,-2.4,1118
CC1(C(=O)Nc2cccc(S(=O)(=O)N3CCOCC3)c2)Cc2ccccc2C(=O)O1 (stereo not drawn),0.1,655,i,9.5%,1.5,1.4,0.5,i,2.8,8.8,-7.3,-0.87,1195,1.68,-0.166,1.07,-1.34,0.1,1129
COc1ccc(N2CC(NC(=O)Nc3ccccc3)CC2=O)cc1 (stereo not drawn),2.8,703,i,18.9%,2.1,1.4,5.2,i,-3.6,-1.9,-27.3,-0.62,1239,0.18,0.3,0.119,-0.607,0.6,1089
Cc1csc2c(=O)[nH]cnc12,-1.0,679,i,12.6%,5.2,1.0,12.0,i,-0.3,-7.7,-3.7,-0.12,1275,0.454,-0.221,0.182,0.96,-0.6,1151
CCOc1ccc2cc(C#N)c(SCC(=O)OC)nc2c1,·,·,i,-192.3%,2.4,1.7,6.6,i,-3.1,6.6,-4.0,0.46,1257,-0.491,-0.138,-0.457,0.614,-0.7,1149
c1ccc(-c2cc(-c3nnc4n3N=C(c3ccc5ccccc5c3)CS4)[nH]n2)cc1,14.9,562,i,-9.2%,20.7*,22.4*,32.8*,i,4.4,5.0,15.2,-1.93,1568,0.226,-0.101,-0.00792,-0.474,-0.3,1056
CCOc1cc(NC(=S)Nc2ccccc2)c(OCC)cc1NC(=O)c1ccc(OC)cc1,·,·,i,27.9%,0.7,2.0,5.3,i,3.8,-4.2,-10.8,·,·,0.0162,-0.201,-0.534,0.595,·,·
CC1/C(=N/O)CC(c2ccccc2)N(C)C1c1ccccc1 (stereo not drawn),-0.7,707,i,9.7%,1.7,1.9,8.6,i,3.1,98.5*,98.4*,·,·,0.939,-0.193,0.473,0.989,-1.7,1269

# Five successive records from above, quoted:
SMILES,Lipid droplet,Lipid droplet cells 6.5 µM,Yfh1-off respiration,NOD2 inhibition,MT stabilizer,MT stabilizer Hoechst-high %,MT stabilizer cytotoxicity %,Autophagy HCS,Autophagy HCS cell loss 18 h,WT yeast gro inh,WT yeast gro inh mutant strain,Insulin prom up,Insulin prom up cell count,Dynein cargo inh,Dynein cargo inh cytoplasmic EGFP,Dynein cargo inh nuclear GR-EGFP,Dynein cargo inh cell count,bCat nuc transl,bCat nuc transl cell count 5 µM
CN(CC(=O)Nc1ccc(F)cc1)CC(=O)Nc1ccc(F)c(F)c1F,-2.0,669,i,0.9%,4.3,2.0,5.8,i,-6.6,-6.3,5.3,-0.23,1223,-0.992,-0.188,-0.713,0.907,0.9,1046
CN=C(Nc1cccc(OC)c1)SC1CC(=O)N(c2ccc(C(=O)O)cc2)C1=O (stereo not drawn),-28.7,685,i,2.0%,2.1,3.0,2.8,i,-6.8,-10.4,-5.0,-0.05,1336,-0.802,-0.31,-0.688,1.04,-0.3,963
O=C1c2ccccc2S(=O)(=O)N1CCOc1ccc(F)cc1,·,·,i,4.8%,2.3,1.1,0.1,i,2.7,-3.0,3.0,0.15,1180,1.1,-0.224,0.857,-0.697,-3.3,832
CC1(C)Cc2sc3c(=O)[nH]c(=S)[nH]c3c2CO1,-2.5,610,i,22.7%,·,·,·,·,·,·,·,·,·,-0.244,-0.117,0.482,0.0661,-0.6,1392
O=C(NCc1ccccc1Cl)c1ccccc1Oc1ccccc1,-26.5,660,·,2.7%,2.7,3.3,7.4,i,18.1,-9.1,-4.7,-0.07,1533,0.144,-0.266,-0.142,0.183,-0.9,1196
